RORgamma inh – qHTS for inhibitors of ROR gamma transcriptional activity | Nuclear receptor ROR-gamma (Mus musculus), P51450 | Drosophila S2 Gal4-RORgamma UAS-luciferase reporter, 20 h | Potency, µM (top dose mostly 53.6 µM), for the others: top-dose activity change, negative = inhibition, most hits filed as inhibitors | 310,000 tested, 5.4% active | AID 2551, 2010; note: potency is the fitted concentration of half-maximal effect; % is set by controls: 0 for no effect and ±100 for the full control effect; nearly all actives have a fitted effect of over 60% in size
Target sequence (P51450 whole entry, looked up, the tested form may be a part): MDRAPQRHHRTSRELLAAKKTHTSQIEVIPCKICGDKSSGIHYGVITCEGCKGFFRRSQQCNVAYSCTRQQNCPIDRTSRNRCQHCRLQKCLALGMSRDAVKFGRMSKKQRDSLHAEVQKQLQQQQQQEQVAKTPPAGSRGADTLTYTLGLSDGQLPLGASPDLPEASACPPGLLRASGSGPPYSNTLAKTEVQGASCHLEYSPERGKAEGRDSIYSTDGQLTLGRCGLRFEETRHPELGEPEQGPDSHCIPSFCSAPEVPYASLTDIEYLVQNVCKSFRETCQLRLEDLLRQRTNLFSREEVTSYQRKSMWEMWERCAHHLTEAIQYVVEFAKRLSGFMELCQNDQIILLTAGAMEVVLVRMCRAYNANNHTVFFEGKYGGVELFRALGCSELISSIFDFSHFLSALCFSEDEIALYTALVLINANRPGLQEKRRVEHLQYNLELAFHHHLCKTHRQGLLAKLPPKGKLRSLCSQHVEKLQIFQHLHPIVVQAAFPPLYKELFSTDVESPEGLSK
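Stable Schneider cell line, Gal4 DNA-binding domain fused to ROR gamma, UAS-luciferase. Cmpd 1 hr RT → CuSO4 700 uM final → 20 hr RT → luciferase reagent 10 min → luminescence.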
NPC1 promoter act – qHTS Assay for NPC1 Promoter Activators; 320,000 tested, 2.4% active; Huh7 NPC1 promoter luciferase reporter, 24 h; Potency, µM (series often up to 9.22 µM), without a hit: top-dose activation, hits mostly activators; AID 485313, 2010;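 note: potency is the fitted concentration of half-maximal effect; % of control where 0% means no effect; nearly all actives have a fitted effect of over 60% in size; reporter is driven by a mutant NPC1 promoter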
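Readout is luciferase luminescence, reflecting NPC1 promoter activation in stably transfected Huh7 cells after 24 h compound exposure at 37 °C in reduced-serum medium with 10% FBS.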
PKM2 act – qHTS Assay for Activators of Human Muscle isoform 2 Pyruvate Kinase; Pyruvate kinase PKM (Homo sapiens), P14618; purified PKM2, Kinase-Glo ATP luminescence, activation; response scale: 0% is enzyme alone, no compound; Potency, µM (series often up to 57.5 µM), for inactives: at the highest dose activation, hits mostly activators; 260,000 tested, 0.34% active; note: potency is the fitted concentration of half-maximal effect; % is set by controls: 0 for no effect and ±100 for the full control effect; nearly all actives have a fitted effect of over 55% in size
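Purified hPK-M2 (>95% pure) converted ADP (0.1 mM final) to ATP with 0.5 mM PEP in 50 mM imidazole pH7.2, KCl, MgCl2, Tween 20, BSA; 1 h at room temperature. ATP detected by Kinase-Glo luminescence.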
BRCA1 expr act – qHTS Assay to Identify Small Molecule Activators of BRCA1 Expression; MCF7-BRCA1-FFLuc reporter, luminescence, 48 h; response scale: scaled: vehicle 0%, 10 µM genistein 100%; Potency, µM (highest dose often 46.1 µM), without a hit: at the top dose activation, actives largely listed as activators; 380,000 tested, 1.1% active; note: potency is the fitted concentration of half-maximal effect; nearly all actives have a fitted effect of over 80% in size; some results filed as inactive show a strong effect at the top dose
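48 h compound treatment of MCF7-BRCA1-FFLuc cells (phenol-red free MEM, 37 °C), then 15 min with luciferase substrate and luminescence imaging.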
ELG1 genotoxic – qHTS screen for small molecules that induce genotoxicity in human embryonic kidney (HEK293T) cells expressing luciferase-tagged ELG1; HEK293T ELG1-luciferase reporter, luminescence, 16 h; Potency, µM (titrated, usually from 46 µM), for inactives: at the highest dose activity change, positive = activation, usual class: activators; 330,000 tested, 1.3% active; AID 504466, 2011; note: potency is the fitted concentration of half-maximal effect; % of control where 0% means no effect; nearly all actives have a fitted effect of over 60% in size
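ELG1-luciferase HEK293T cells, 2,000/well; compound pinned in; 16 hr, 37 °C, 5% CO2; ONE-Glo, 30 min RT; luminescence on CCD imager.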
Giardia kill – Small Molecules that selectively kill Giardia lamblia: qHTS. AID 540267, 2011. activity change, % at 7.66 µM, hits read low. 340,000 tested, 0.15% active. Giardia lamblia trophozoite viability; in the data active = activity change below about -80%; inconclusive = between about -30% and that limit;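 note: parasites exposed to compound for two days anaerobically before the ATP read; % is set by controls: 0 for no effect and ±100 for the full control effect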
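Killing of trophozoites was scored by loss of ATP luminescence after a 48 hrs anaerobic exposure to compounds at 37 deg C, using 100 cells per well.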
VP16 counter – VP16 counterscreen qHTS for inhibitors of ROR gamma transcriptional activity. Drosophila S2 Gal4-VP16 UAS-luciferase, luminescence, 20 h. Potency, µM (doses to about 53.6 µM), without a hit: at the highest dose activity, negative = inhibition, hits mostly inhibitors. 310,000 tested, 3.5% active. AID 2546, 2010;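 note: Gal4-VP16 expression switched on by copper sulfate through the metallothionein promoter; potency is the fitted concentration of half-maximal effect; % is set by controls: 0 for no effect and ±100 for the full control effect; nearly all actives have a fitted effect of over 50% in size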
Rab9 prom act – qHTS Assay for Rab9 Promoter Activators; Huh7 Rab9 promoter-luciferase reporter, luminescence, 24 h; Potency, µM (doses to about 9.22 µM), for inactives: at the top dose activation, negative = inhibition, usual class: activators; 320,000 tested, 2.8% active; AID 485297, 2010; note: potency is the fitted concentration of half-maximal effect; % of control where 0% means no effect; nearly all actives have a fitted effect of over 60% in size
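Promoter activation is measured as luciferase luminescence in Huh7 cells stably transfected with a Rab9 promoter–luciferase construct, following 24 h compound exposure at 37 °C and 10 min reagent incubation at ambient temperature.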
FLuc counter – qHTS profiling assay for firefly luciferase inhibitor/activator using purifed enzyme and Km concentrations of substrates (counterscreen for miR-21 project). Luciferin 4-monooxygenase (Photinus pyralis), P08659. purified FLuc, Km substrates, luminescence inhibition. Potency, µM (doses to about 57.5 µM), for the others: top-dose activity change, negative = inhibition, usual class: inhibitors. 360,000 tested, 6.9% active;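 note: potency is the fitted concentration of half-maximal effect; plate controls were vehicle for no effect and reference inhibitor for full effect; nearly all actives have a fitted effect of over 55% in size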
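Biochemical qHTS of compounds, final roughly 60 µM downward over six points, against 10 nM purified firefly luciferase using Km concentrations of substrates (10 uM D-luciferin, 10 uM ATP) in Tris acetate pH 7.5 buffer; luminescence output.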
p53 reactivator – qHTS assay for re-activators of p53 using a Luc reporter | AID 504706, 2011 | Potency, µM (doses to about 92.2 µM), without a hit: top-dose activity change, positive = activation, most hits filed as activators | 320,000 tested, 0.063% active | H1299 p53-A138V BP100-luciferase reporter, luminescence, 24 h; note: potency is the fitted concentration of half-maximal effect; % of control where 0% means no effect; nearly all actives have a fitted effect of over 45% in size
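p53-null H1299 cells stably carrying temperature-sensitive p53-A138V and a BP100-luciferase reporter were pinned with compounds (4-point, 1:5 series) and held 24 hrs at 37 deg C. Luminescence was read 10 min after detection reagent.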
Menin-MLL TR inh – qHTS Assay for Inhibitors Targeting the Menin-MLL Interaction in MLL Related Leukemias: Competition With Texas Red Labeled MLL-derived Mutant Peptide; O00255; Potency, µM (titrated, usually from 61.6 µM), for the others: top-dose FP activity change, negative = inhibition, hits mostly inhibitors; Menin + Texas Red MLL mutant peptide, fluorescence polarization; 270,000 tested, 0.23% active; AID 1768, 2009; active = well fitted inhibition curve with a large enough effect in the polarisation, with a control signal flat, not every such curve was filed as active; inconclusive = small, poorly fitted or top-dose-only effect, or effect the other way, or a change in a side signal; inactive = no such curve, though single readings can be large or run the other way; the % refers to the polarisation; note: potency is the fitted concentration of half-maximal effect; % of control where 0% means no effect; many of its hits are not listed in these tables
Target sequence (O00255 whole entry, looked up): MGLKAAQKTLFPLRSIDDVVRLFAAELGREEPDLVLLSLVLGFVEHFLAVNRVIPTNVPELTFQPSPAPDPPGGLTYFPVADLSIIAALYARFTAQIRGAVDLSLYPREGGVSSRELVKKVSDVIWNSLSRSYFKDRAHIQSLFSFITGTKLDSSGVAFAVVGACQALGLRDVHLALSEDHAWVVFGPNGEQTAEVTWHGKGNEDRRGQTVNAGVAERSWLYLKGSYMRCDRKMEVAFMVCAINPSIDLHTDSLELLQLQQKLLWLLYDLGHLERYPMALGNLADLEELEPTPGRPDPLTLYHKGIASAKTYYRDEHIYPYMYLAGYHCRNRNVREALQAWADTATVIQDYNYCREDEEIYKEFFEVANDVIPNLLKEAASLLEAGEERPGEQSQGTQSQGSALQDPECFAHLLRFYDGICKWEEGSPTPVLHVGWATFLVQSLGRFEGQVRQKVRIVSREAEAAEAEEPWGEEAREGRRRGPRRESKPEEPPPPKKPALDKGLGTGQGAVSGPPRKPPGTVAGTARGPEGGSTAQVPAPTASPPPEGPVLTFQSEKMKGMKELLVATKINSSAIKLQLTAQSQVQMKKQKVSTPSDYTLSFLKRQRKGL
* hit, by the source's call; u = inconclusive; x = no result given; & = joins results of further samples; [ ] = remark or other dose. Unless noted, calls come from the whole dose curve; as a rule, active = well fitted curve in the direction sought with a large enough effect; inconclusive = small, poorly fitted or top-dose-only effect, or another doubt; inactive = no such curve, though single readings can be large; an effect the other way counts as inactive or inconclusive.

The line under a structure holds: p53 reactivator | FLuc counter | Rab9 prom act | ELG1 genotoxic | VP16 counter | PKM2 act | RORgamma inh | NPC1 promoter act | BRCA1 expr act | Menin-MLL TR inh | Giardia kill
CCc1ccc(OCC(=O)Nc2ncc3c(n2)CC(C)(C)CC3=O)cc1
    -2% | 0% | 10% | 0% | 4% | -1% | -40% | 4% | 1% | u | -26
CCN(CC)/C(=N\S(=O)(=O)c1ccccc1C)c1ccccc1
    -7% | 1% | -2% | -5% | -4% | x | 4% | 3% | 0% | x | -22
COC(=O)c1cccc(NC(=O)CSc2ncn[nH]2)c1
    2% | -4% | 13% | u | 11% | -2% | 17% | 1% | 27% | -17% | -15
O=C(CCCSc1nc2ccccc2[nH]1)NCc1ccc(Cl)cc1
    -4% | -2% | 2% | -5% | -5% | 0% | u | -2% | -2% | -7% | 31[activator]
COc1ccc(CCNS(=O)(=O)c2cccc(S(=O)(=O)N3CCCC3)c2)cc1OC
    -3% | 3% | 0% | -7% | 0% | 1% | 18%[10 µM] | 6% | -14% | -8% | 7
CC(C)c1c(O)nc(SCCN(C)C)[nH]c1=O
    14% | 1% | 11% | 1% | -11% | -5% | u | -2% | -2% | 2% | 3
Cn1cccc1Cc1nnc(SCC(=O)Nc2ccc3c(c2)OCO3)n1CCc1ccccc1
    -1% | 4% | -4% | 2% | -2% | 8% | 42% | -3% | 1% | 8% | -4
O=C1OC(OC(=O)c2ccccc2Br)C(N2CCOCC2)=C1Cl (centres undefined)
    8% | 1% | -3% | 2% | u | -1% | u | -2% | 2% | 10% | 1
CN1CCN(CC(O)COc2ccccc2)CC1 (centres undefined)
    3% | 1% | -1% | -3% | -6% | 2% | -24% | -1% | 2% | 6% | -9
CCOc1ccccc1N(C)C(=O)CCS(=O)(=O)c1ccc2c(c1)NC(=O)CO2
    -5% | 2% | 2% | 0% | 3% | 0%[0.46 µM] | -1% | 2% | -24% | -8% | 2
CCOc1cccc(C(=O)Nc2ccc(NC(=O)c3cc4ccccc4o3)c(OC)c2)c1
    x | 0% | -7% | 3% | u | 1% | u | -7% | -42% | 17% | 14
Cc1ccccc1C(=O)OCC(=O)N(C)c1ccccc1
    12% | -12% | 13% | 11% | -19% | x | -13% | 10% | 40% | u | -13
CC(C)C(=O)NNC(=O)C1CC1(c1ccccc1)c1ccccc1 (centres undefined)
    -3% | 1% | 1% | -2% | 3% | x | -8% | -2% | 12% | -4% | 2
CC1CN(S(=O)(=O)c2cccc(C(=O)OCC(=O)c3cccs3)c2)CC(C)O1 (centres undefined)
    0% | u | -4% | 0% | -6% | -5% | 10% | 2% | -4% | x | -21
COC(=O)c1ccccc1NC(=O)Nc1cccs1
    9% | -1% | -3% | 2% | u | 7% | u | -4% | 32% | u | 2
CSc1nc2c(c(=O)[nH]c(=O)n2C)n1Cc1ccccc1Cl
    -4% | -1% | 11% | 10% | -14% | -2%[11.5 µM] | 9% | 4% | -6% | -22% | -4
Cc1ccc2[nH]c(=O)c(CN(Cc3ccccc3)Cc3nnnn3C3CCCC3)cc2c1
    10% | -9% | -3% | -7% | 5% | -4% | 34% | -3% | -33% | -27% | -3
NS(=O)(=O)c1ccc(NC(=O)c2ccccc2C(=O)N2CCCCC2)cc1
    0% | -2% | -2% | -2% | -2% | -2% | -7% | -2% | 0% | 17% | -11
Cc1cc(=O)oc2c(C)c(OCC(=O)NCc3ccccn3)ccc12
    2% | 3% | 2% | 12% | -4% | x | 6% | -3% | 8% | x | 0
CCn1c(SCc2ccc(OC)c(F)c2)nc2ccccc2c1=O
    -4% | -4% | 4% | 0% | 3% | 1% | -38% | -2% | -30% | -15% | -10
CCCn1c(O)c(N=NC(=O)CNC(=O)/C=C/c2ccc(OC)cc2)c2ccccc21
    -1% | u | -1% | -13% | -6% | x | -14% | -3% | 2% | x | -23
COc1ccc(-c2onc(C)c2-c2cnn(-c3ccccc3)c2)c(O)c1
    -5% | -17% | -1% | 1% | 12% | 11% | -1% | -3% | -6% | 20% | -4
O=C(Nc1ccc(N2C(=O)C3CCCCC3C2=O)cc1Cl)c1cccs1 (centres undefined)
    5% | 1% | 9% | 8% | -10% | 0% | u | -2% | 0% | -4% | -8
CCCCCN(C(=O)COC(=O)CSc1ccc([N+](=O)[O-])cc1)c1c(N)n(CCCC)c(=O)[nH]c1=O
    2% | 5% | 4% | -8% | x | x | x | 1% | -30% | x | 13
COC(=O)c1ccccc1NC(=O)Nc1nnc(N2CCC(C)CC2)s1
    4% | 2%&-2% | -4% | 2% | -1% | 13% | 7% | -1% | 5% | 1% | -20
O=C(Nc1ccccc1F)C1CCCN(S(=O)(=O)c2ccc(-n3cnnn3)cc2)C1 (centres undefined)
    -2% | 0% | -1% | -8% | 0% | 1% | 61% | -3% | -20% | u | -18
CCCCOc1ccc(-c2cc(C(F)(F)F)c(C#N)c(SCC(=O)O)n2)cc1
    -2% | u | -3% | -5% | -4% | 2% | 14% | -4% | -16% | 32%[activator] | -2
COC(=O)c1cccc(NCN2C(=O)c3ccccc3C2=O)c1
    -3% | 7% | 3% | 7% | -2% | 1% | -2% | 0% | -20% | -4% | -24
CCOc1ccc(C(CC(=O)O)NC(=O)C(c2ccccc2)c2ccccc2)cc1OC (centres undefined)
    5% | 6% | -3% | 0% | x | x | x | 6%[1.84 µM] | 6% | x | -9
CC(=O)Nc1ccc(/C(C)=N/Nc2nc(Nc3cccc4ccccc34)nc(N3CCOCC3)n2)cc1
    -14% | u | -4% | -12% | 11µM* | u | 5.6µM* | -5% | -65% | 21% | -1

Ordered by value in NPC1 promoter act (low to high): 3 from the list above.
SMILES,p53 reactivator,Rab9 prom act,PKM2 act,RORgamma inh,NPC1 promoter act,BRCA1 expr act,Menin-MLL TR inh
CCCCOc1ccc(-c2cc(C(F)(F)F)c(C#N)c(SCC(=O)O)n2)cc1,-2%,-3%,2%,14%,-4%,-16%,32%[activator]
COc1ccc(-c2onc(C)c2-c2cnn(-c3ccccc3)c2)c(O)c1,-5%,-1%,11%,-1%,-3%,-6%,20%
COC(=O)c1cccc(NCN2C(=O)c3ccccc3C2=O)c1,-3%,3%,1%,-2%,0%,-20%,-4%

Next part
The line under a structure holds: p53 reactivator | FLuc counter | Rab9 prom act | ELG1 genotoxic | VP16 counter | PKM2 act | RORgamma inh | NPC1 promoter act | BRCA1 expr act | Menin-MLL TR inh | Giardia kill
Oc1ccc(-c2nc3ccc4ccccc4c3c3c2CCC3)cc1O
    u | 24µM* | 1% | 9% | u | u | 14% | -2% | -98%[inhibitor] | 0% | 12
O=C(CCCC(=O)N(CC(=O)NC1CCCCC1)Cc1ccccc1)Nc1ccccn1
    0% | 3% | -2% | 0% | 17% | -1% | 34% | -2% | -11% | x | 9
Cc1ccc(C(=O)Nc2nnc(-c3ccco3)o2)cc1
    u | 13µM* | 4µM* | u | u | -13% | u | 3.5µM* | 18% | 9% | 0
O=C(/C=C/c1ccc(S(=O)(=O)N2CCOCC2)cc1)NCc1ccc(Cl)cc1
    -8% | -2% | -9% | 3% | -6% | 0% | u | -2% | -43% | 7% | 3
O=C(Nc1nc(-c2ccccc2)cs1)C1c2ccccc2Oc2ccccc21
    3% | 3% | 1% | -6% | 16% | 0% | -28% | 0% | -17% | 18µM* | 22
COC(=O)Nc1ccc(S(=O)(=O)N(CCO)CCO)cc1
    -2% | 5% | -2% | -2% | -10% | 5% | -15% | -1% | 6% | 1% | 7
CCn1c(SCc2cccc(C)c2)nnc1-c1ccc(C)cc1
    -10% | -4% | -1% | -4% | 2% | -1% | -13% | -7% | -28% | u | 0

Reprinted at random: two records from the list.
The line under a structure holds: p53 reactivator | FLuc counter | Rab9 prom act | ELG1 genotoxic | VP16 counter | PKM2 act | RORgamma inh | NPC1 promoter act | BRCA1 expr act | Menin-MLL TR inh | Giardia kill
O=C(CCCC(=O)N(CC(=O)NC1CCCCC1)Cc1ccccc1)Nc1ccccn1
    0% | 3% | -2% | 0% | 17% | -1% | 34% | -2% | -11% | x | 9
NS(=O)(=O)c1ccc(NC(=O)c2ccccc2C(=O)N2CCCCC2)cc1
    0% | -2% | -2% | -2% | -2% | -2% | -7% | -2% | 0% | 17% | -11

These rows are one share of the data; the hit share may differ from the screen's.
